AMA1-RON2 inh: inhibitors of Plasmodium falciparum AMA1-RON2 interaction. AlphaScreen AMA1-biotinylated RON2 peptide binding. Potency, µM (top dose mostly 58.2 µM), without a hit: top-dose activity change, negative = inhibition, actives largely listed as inhibitors. 360,000 tested, 0.2% active;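 note: potency is the fitted concentration of half-maximal effect; 0% = vehicle wells and -100% = peptide control; nearly all actives have a fitted effect of over 45% in size; some results filed as inactive show a strong effect at the top dose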
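AMA1 (3D7) with his tag at 25 nM final met compounds first, then biotinylated RON2 peptide at 25 nM; detection used donor plus acceptor beads, 10 µg/mL apiece, read by AlphaScreen after 30 min at room temperature.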
Pf growth 96h: P. falciparum growth inhibition at 96 hours; P. falciparum luciferase reporter growth, 96 h; Potency, µM (series often up to 28.7 µM), without a hit: at the highest dose activity change, negative = inhibition, hits mostly inhibitors; 320,000 tested, 6.9% active; AID 504834; note: potency is the fitted concentration of half-maximal effect; % is set by controls: 0 for no effect and ±100 for the full control effect
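Cell-based qHTS: luciferase-tagged P. falciparum in erythrocytes (2% hematocrit, 0.05% parasitemia final) incubated with compounds for 96 hours, 37 C, 5% CO2; luciferase detection reagent then added and luminescence measured.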
Shiga toxin inh: inhibitors of Shiga toxin in Vero cells; inhibition, % at 38.7 µM; 290,000 tested, 9.2% active; Vero cells, Shiga toxin protein synthesis inhibition reporter; AID 2315; in the data active = inhibition mostly above about 28%, no sharp cut-off; inactive = mostly below about 43%; note: 0% is about no effect
CHX counter: affects cycloheximide protein synthesis inhibition readout, counter-screen; cell reporter, cycloheximide protein synthesis inhibition counterscreen; max response, %; 300,000 tested, 12% active; in the data active = max response mostly above about 13%, no sharp cut-off; inactive = mostly below about 14%; note: read at 38.3 µM for the half of the compounds with a filed dose; 0% is about no effect
Pf growth 48h: inhibits P. falciparum growth in the first generation, 48 h; P. falciparum luciferase growth in erythrocytes, 48 h; 310,000 tested, 5.9% active; AID 504832; Potency, µM (series often up to 28.7 µM), for the others: at the top dose activity change, negative = inhibition, usual class: inhibitors; note: potency is the fitted concentration of half-maximal effect; % is set by controls: 0 for no effect and ±100 for the full control effect
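Firefly luciferase activity from engineered P. falciparum reports growth; inhibitors lower the luminescent signal. Cultures contained 2% hematocrit erythrocytes at 0.1% final parasitemia.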
LmPK inhibitor: LmPK (Leishmania mexicana) enzyme inhibition. purified LmPK, Kinase-Glo ATP luminescence, 1 h. Potency, µM (highest dose often 57.5 µM), for the others: at the top dose activity change, negative = inhibition, usual class: inhibitors. 290,000 tested, 0.37% active. AID 1721; note: potency is the fitted concentration of half-maximal effect; % is set by controls: 0 for no effect and ±100 for the full control effect
Target sequence (Q27686 whole entry, looked up): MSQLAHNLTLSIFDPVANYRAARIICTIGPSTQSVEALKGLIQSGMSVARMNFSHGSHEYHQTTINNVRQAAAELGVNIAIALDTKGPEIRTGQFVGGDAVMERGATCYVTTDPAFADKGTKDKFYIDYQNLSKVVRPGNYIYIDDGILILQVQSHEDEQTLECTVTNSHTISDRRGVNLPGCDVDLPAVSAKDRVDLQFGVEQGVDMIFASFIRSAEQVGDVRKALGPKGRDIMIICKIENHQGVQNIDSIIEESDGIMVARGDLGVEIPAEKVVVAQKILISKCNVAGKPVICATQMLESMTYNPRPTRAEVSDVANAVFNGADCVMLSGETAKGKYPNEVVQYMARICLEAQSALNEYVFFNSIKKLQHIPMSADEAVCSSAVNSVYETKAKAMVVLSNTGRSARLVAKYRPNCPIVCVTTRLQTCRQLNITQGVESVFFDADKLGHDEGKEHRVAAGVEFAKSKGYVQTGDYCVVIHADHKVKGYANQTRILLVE
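ATP generated from ADP (0.1 mM) and PEP (0.5 mM) by 0.1 nM LmPK over 1 h at room temperature (pH 7.2 imidazole buffer) was detected by coupled luciferase luminescence. Values were normalized to uninhibited and no-enzyme wells.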
Tb PYK inh: T. brucei pyruvate kinase inhibition; Potency, µM (highest dose often 76.8 µM), for inactives: at the top dose activity, negative = inhibition, usual class: inhibitors; TbPYK enzyme, Kinase-Glo Plus ATP luminescence, 45 min; AID 624173; 410,000 tested, 0.12% active; Q57TT1; note: potency is the fitted concentration of half-maximal effect; % is set by controls: 0 for no effect and ±100 for the full control effect; nearly all actives have a fitted effect of over 50% in size
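In this concentration-response screen, enzyme-free wells defined baseline while DMSO plates tracked drift. Each reaction combined TbPYK, substrate, compound and 130 uM ADP for 45 min at room temperature. Kinase-Glo Plus luminescence gave the signal.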
Active calls of the source: *; ? = inconclusive; · = no result given; & = joins results of further samples; [ ] = dose if it differs, or a comment. Unless noted, calls come from the whole dose curve; as a rule, active = well fitted curve in the direction sought with a large enough effect; inconclusive = small, poorly fitted or top-dose-only effect, or another doubt; inactive = no such curve, though single readings can be large; an effect the other way counts as inactive or inconclusive.

Sequence of screens: LmPK inhibitor	CHX counter	Tb PYK inh	Shiga toxin inh	Pf growth 96h	AMA1-RON2 inh	Pf growth 48h
> O=C(O)CCC(=O)N1CCN(c2ncccn2)CC1
 : 2%	-1	1%	-11	?	-4%	9%
> CCCCCCn1c(N)c(C#N)c2ccc([N+](=O)[O-])cc2c1=O
 : 3%	2	1%	-9	?	-3%	?
> Cc1ccc(S(=O)(=O)Nc2nc3ccccc3nc2N2CCN(c3ccccc3F)CC2)cc1
 : 7%	-4	3%	-8	·	-5%	3%
> O=C(CNC(=O)c1cccc(S(=O)(=O)N2CCc3ccccc32)c1)Nc1ccc(F)c(F)c1F
 : ·	·	0%	·	?	-6%	?
> COCCn1c(COc2ccc(OC)cc2)nc2ccccc21
 : -4%	22*	-1%	49*	·	1%	36%[activator]
> COc1c([N+](=O)[O-])cc(C(=O)NNC(=O)c2ccc(C)cc2)cc1[N+](=O)[O-]
 : 0%	1	2%	-3	?	23%	-13%
> COc1ccc(N2C(=O)c3ccccc3NC2c2ccc(OC)c(CSc3ccccn3)c2)cc1 (centres undefined)
 : -3%	56*	-2%	76	146%[activator]	-1%	117%[activator]
> CC1(C)CC2CC(C)(CN2C(=O)c2cc(-c3ccccc3O)on2)C1 (centres undefined)
 : 6%	-5	0%	16	20%	2%	·
> O=C(CS(=O)(=O)c1ccccc1)Nc1ccccn1
 : -1%	-3	1%	-20	24%	-2%	20%
> CCOC(=O)CN1C(=O)C2(C(C#N)=C(N)Oc3ccccc32)C(C(=O)OC)=C1C (centres undefined)
 : 0%	-3	-9%	-2	71%[activator]	5%	-14%
> CN(CC(=O)Nc1ccc2c(c1)OCCO2)S(=O)(=O)c1cccc2cccnc12
 : -14%	11	-4%	7	-1%	-3%	·
> CN(c1ccccc1)S(=O)(=O)c1cccc(NC(=O)COc2ccccc2)c1
 : ·	·	0%	·	?	-3%	?
> COC(=O)CSc1n[nH]c(-c2ccncc2)n1
 : -8%	-2	-2%	-6	-17%	7%	15%
> O=C(c1ccccc1OCc1ccc(Cl)cc1)N1CCN(c2ccccn2)CC1
 : ·	·	5%	·	0%	-20%	?
> COc1ccc(-c2nnc(SCC(=O)NC(=O)NCc3ccco3)o2)cc1
 : 2%	9.4*	3%	14	56%[activator]	2%	-4%
> COC(=O)Cn1cnc2scc(-c3ccc(C)c(C)c3)c2c1=O
 : 9%	-3	1%	-16	10µM*	6%	0%
> Cc1ncoc1C(=O)N1CCCC(N2CCN(c3ccccc3F)CC2)C1 (centres undefined)
 : 8%	-1	-5%	2	?	4%	?
> O=C(CNC(=O)c1ccccc1F)OCc1nc2ccccc2s1
 : -2%	25	0%	67*	46%[activator]	4%	36%[activator]
> Cc1csc(NC(=O)CCNC(=O)c2ccccc2Cl)n1
 : -8%	13	2%	31	26%	0%	0%
> Cn1c(=O)oc2cc(S(=O)(=O)N3CCC(C(=O)NCc4ccccc4Cl)CC3)ccc21
 : 5%	0	0%&6%	9	-15%	-12%	-5%

Some of these compounds in order of SMILES length, lowest first:
Sequence of screens: LmPK inhibitor	CHX counter	Tb PYK inh	Shiga toxin inh	Pf growth 96h	AMA1-RON2 inh	Pf growth 48h
> O=C(O)CCC(=O)N1CCN(c2ncccn2)CC1
 : 2%	-1	1%	-11	?	-4%	9%
> CCCCCCn1c(N)c(C#N)c2ccc([N+](=O)[O-])cc2c1=O
 : 3%	2	1%	-9	?	-3%	?
> CN(CC(=O)Nc1ccc2c(c1)OCCO2)S(=O)(=O)c1cccc2cccnc12
 : -14%	11	-4%	7	-1%	-3%	·
> Cn1c(=O)oc2cc(S(=O)(=O)N3CCC(C(=O)NCc4ccccc4Cl)CC3)ccc21
 : 5%	0	0%&6%	9	-15%	-12%	-5%

Additional compounds:
Sequence of screens: LmPK inhibitor	CHX counter	Tb PYK inh	Shiga toxin inh	Pf growth 96h	AMA1-RON2 inh	Pf growth 48h
> CCNC(=O)Cc1c(OC)ccc2cc(Br)ccc12
 : -1%	-4	-4%	-5	12%	1%	-2%
> S=C(NCCc1ccccc1)Nc1ccc(Cl)cc1
 : 7%	53*	7%	54	39%[activator]	20%	40%[activator]
> CCOc1ccc(OCCC(=O)NNC(=O)c2nn(C)c(=O)c3ccccc23)cc1
 : -4%	1	-6%	-3	-2%	52%[activator]	-9%
> CC1(c2ccccc2)NC(=O)N(CC(=O)Nc2ccc(Cl)c(S(=O)(=O)N3CCCCC3)c2)C1=O (centres undefined)
 : -5%	9	6%	-14	?	-21%	-7%
> Cc1ccccc1C(=O)/C=C1/SCC(=O)N1C
 : 5%	-3	1%	35	50%[activator]	3%	14%
> Cn1cc(CN2CCC(CO)CC2)c(-c2ccc(Oc3ccccc3)cc2)n1
 : 0%	-1	-8%	-3	24%	10%	-7%
> CC(C)(C)c1ccccc1OCCOCCN1CCCCCC1
 : 0%	-4	3%	-4	10%	-11%	?
> CC(=O)Nc1ccc(OC(=O)c2cc([N+](=O)[O-])ccc2Cl)cc1
 : 0%	-3	-3%	-6	80%[activator]	-5%	32%[activator]
> Cc1cc(=O)oc2cc(NC(=O)C3CC(=O)N(Cc4ccccc4)C3)ccc12 (centres undefined)
 : 3%	6	-5%	-16	-47%	-4%	·
> O=C(CSc1ncccn1)Nc1ccc(N2CCOCC2)cc1
 : -2%	11	1%	17	16%	4%	·
> COc1ccc(C2NC3=C(CCC3)C3(C#N)C4(N=C(N)C23C#N)OCCO4)cc1 (centres undefined)
 : 0%	3	10%	34	?	-4%	?
> CCC(=O)Nc1ccc(C(=O)COC(=O)Cc2ccsc2)cc1
 : ·	·	0%	·	?	-1%	?
> Nc1cc(C(F)(F)F)cc([N+](=O)[O-])c1N
 : 3%	7	0%	-3	33%[activator]	-9%	13%
> COc1cc(C(=O)NCC(=O)OCc2ccccc2Cl)cc(OC)c1OC
 : 4%	7	2%	7	0%	-2%	-2%
> CCCCCCCCCCOC(=O)C[N+](C)(C)C/C=C(/C)Cl
 : 0%	-3	4%	-3	2.3µM*	1%	?
> N#CCN1CCCC(C(N)=O)C1 (centres undefined)
 : -1%	-3	0%	7	?	0%	?
> OCCN(CCO)CC(O)COc1ccc(Br)cc1 (centres undefined)
 : 0%&-4%	1&-1	2%&5%	-5&2	-5%&20%	0%&5%	-18%&7%
> CCN(CC)C(=O)Oc1ccccc1NC(C)=O
 : -8%	-3	-5%	-2	9.3µM*	-6%	8%
> COc1cccc(-n2c(C)c3c(OC)cccc(=O)c3c2C)c1
 : 9%	8	-2%	-18	?	?	4.1µM*
> CN(c1nc2ccccc2nc1Cl)S(=O)(=O)c1ccccc1
 : 0%	27*	-2%	45*	40%[activator]	-6%	35%[activator]
> O=C(CSc1nc(-c2cccs2)nc2ccccc12)NC1CCS(=O)(=O)C1 (centres undefined)
 : ·	·	0%	·	?	20%	?
> COc1cc(OC)cc(C(=O)Nc2ccc(S(=O)(=O)Nc3cc(C)nc(C)n3)cc2)c1
 : -3%	-2	-1%	6	·	·	0%
> Cc1ncc(S(=O)(=O)C(C)(C)C)c(N)n1
 : 8%	-1	-1%	16	12%	-15%	-6%
> CCCCc1nc2cc(C(=O)NCc3cc(C)n(C)n3)ccc2o1
 : 6%	25*	0%	78*	2%	1%	17%
> CC(=O)CCc1c(C)[nH]c2ccc(NC(C)=O)cc2c1=O
 : 4%	0	-2%	22	59%[activator]	1%	19%
> Clc1cnc(Nc2cccnc2)c(Cl)c1
 : -6%	-5	5%	-3	0%	-3%	8%
> O=C(CCNS(=O)(=O)c1ccc(Br)s1)NCc1ccccc1
 : 0%	4	1%	-5	1%	7%	18%
> COc1ccc(N(CC(=O)NCCOc2ccccc2)S(=O)(=O)c2ccc(C)cc2)cc1
 : -2%	-4	-6%	-12	19%	13%	?
> CC(=O)c1cnc(Nc2nc(C)c3ccc(C)cc3n2)nc1C
 : 1%	-6	2%	-14	4%[5.75 µM]	-36%	12%
> CCOc1ccc(CN2CCCC(CO)(Cc3ccccc3F)C2)cc1 (centres undefined)
 : -11%	-3	-3%	-1	272%[activator]	13%	?
> CCC(C)NS(=O)(=O)c1ccc(NC(=O)C(Sc2ccccc2)c2ccccc2)cc1 (centres undefined)
 : 0%	-1	1%	-17	-7%	13%	?
> CC(C)(C)c1cc(CN2CCOCC2)c(C(=O)O)o1
 : -3%	-2	1%	-6	3.3µM*	-5%	11%
> CC(C)(C)NC(=O)C(c1ccccn1)N(C(=O)c1csnn1)C1CCCC1 (centres undefined)
 : -3%	-1	-8%	2	-15%	-4%	-8%
> Nc1cccc(C(=O)Nc2ccc(N)cc2Cl)c1
 : 6%	15	0%	24	7%	-7%	30%[activator]
> CCCCN(CC)CCNS(=O)(=O)c1ccc2c(c1)oc(=O)n2C
 : -3%	2	·	-12	?	1%	-20%
> CCN(CC)P(=O)(Nc1ccccc1Br)c1ccc(N(C)C)cc1NC(=O)c1ccco1 (centres undefined)
 : 1%	12	3%	19	9.3µM*	62%[activator]	?
> COc1ccc(C(=O)C2CCCN(C(=O)c3noc4c3CCCC4)C2)c(C)c1 (centres undefined)
 : 8%	1	-2%	-6	?	0%	3%
> CCOC(=O)N1CCc2c(sc(NC(=O)CN3CCOCC3)c2C#N)C1
 : -1%	-2	-3%	-4	?	9%	?
> CCc1ccc(-c2cc(C(=O)Nc3c(C)n(C)n(-c4ccccc4)c3=O)c3ccccc3n2)s1
 : -3%	-4	-8%	4	?	-6%	?
> Cc1ccc(S(=O)(=O)Cn2cnnn2)cc1
 : -2%	-3	-5%	-7	0%	?	21%
> O=C(c1ccc(Cl)nc1)c1cccs1
 : 0%	-3	-1%	15	45%[activator]	-3%	14%
> COc1ccc(-c2nc(CS(=O)(=O)CC(=O)NCc3ccccc3Br)c(C)o2)cc1
 : 1%	-3	0%&2%	-5	?	6%	3%
> O=C(CSc1nnc(-c2c[nH]c3ccccc23)o1)N1CCCCC1
 : -1%	26*	3%	70*	?	-14%	29%
> Cc1c([N+](=O)[O-])c([N+](=O)[O-])nn1CC(=O)NCc1cccnc1
 : 0%	-1	-11%	3	41%[activator]	1%	-5%
> O=c1oc2ccccc2cc1-c1nc(-c2cccs2)cs1
 : 5%	14*	-6%	37	36%[activator]	16%	·
> Fc1ccccc1N1CCN(CCCNc2ccc3nncn3n2)CC1
 : 0%	-4	-15%	-14	?	12%	·
> CN1C(=O)NC(NC(=O)C2CCCCC2)(C(F)(F)F)C1=O (centres undefined)
 : -6%	-4	3%	11	·	9%	13%
> O=C(O)c1cc(-c2ccc(Cl)cc2)n(-c2ccccc2)n1
 : -4%	-2	3%	-11	28%	7%	-10%
> Cc1ccc(C2N(c3ccc(F)cc3)C(=O)C3CCCN32)cc1 (centres undefined)
 : 1%	0	-7%	9	-5%	-3%	·
> COc1cc(C(=O)NNC(=O)C2CC2)cc(OC)c1OC
 : 0%	-3	0%	-4	51%[activator]	8%	40%[activator]
> CCN(c1ccccc1)S(=O)(=O)c1ccc(Cl)c(NC(=O)CSc2nncs2)c1
 : 3%	1	-8%	-6	?	23%	2%
> O=C(Nn1cnnc1)c1ccccc1F
 : 8%	-4	4%	·	0%	-8%	-14%
> CSCCCNC(=O)c1ccccc1OC1CCN(S(C)(=O)=O)CC1
 : 6%	9	-8%	9	1%	31%[activator]	34%[activator]
